GRK2 inh – inhibitors of human GRK2 displacing RNA aptamer; P25098; bead flow cytometry, FAM-aptamer displacement from GRK2; inhibition of aptamer binding, % at 10 µM; hit rate 0.59% among 330,000;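 active means inhibition of aptamer binding above 40%, roughly 3 SD of noise, on plates passing a quality check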;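 further: median bead fluorescence of bound FAM aptamer so fluorescent compounds give negative values; no value below 0 was filed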
CTSL1 counter – cathepsin L1 inhibition, PFM18AAP counter-screen. recombinant F. hepatica cathepsin L1, Z-Leu-Arg-MCA fluorescence. inhibition, % at 5.96 µM. hit rate 0.49% among 300,000;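 active means inhibition above the mean of all tested compounds plus 3 SD, set per screening campaign, cut at about 17% in these data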;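 further: 0% = plate median of test compound wells and 100% = 1 µM Z-Phe-Ala-diazomethylketone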
PP5 primary – inhibitors of human protein phosphatase 5 (PP5) | P53041 | purified PP5c, OMFP substrate fluorescence | inhibition, % at 6.7 µM | hit rate 0.18% among 320,000 | AID 1987;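 active means inhibition above the campaign's mean inhibition across all tested compounds plus 3 SD, cut at about 9.5% in these data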;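 further: 0% = DMSO only and 100% = 100 µM cantharidin control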
JMJD2C inh – inhibitors of human GASC-1 (JMJD2C) demethylase. inhibition, % at 2.35 µM. Q9H3R0. hit rate 0.069% among 330,000. GST-JMJD2C(1-420) H3K9me3 demethylation, DELFIA europium;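 active means more than half of a compound's replicate wells show inhibition beyond 50%, single wells judged on their own value; inconclusive means some, but no more than half, of replicates pass 50% inhibition; inactive means no replicate passes 50% inhibition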;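 further: signal counts dimethyl H3K9 product captured on neutravidin plate; 0% = median of DMSO wells and 100% = 0.3 times that DMSO median; strong numbers were not always called active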
PP1 counter – counter-screen for PP5 inhibitors: inhibitors of human PP1-alpha | P62136 | purified PP1alpha, OMFP fluorescence | inhibition, % at 6.7 µM | hit rate 0.9% among 320,000;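 active means inhibition above the mean inhibition of all tested compounds plus 3 SD, computed separately for each screening campaign, cut at about 15% in these data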
Target sequence (P62136 whole entry, looked up): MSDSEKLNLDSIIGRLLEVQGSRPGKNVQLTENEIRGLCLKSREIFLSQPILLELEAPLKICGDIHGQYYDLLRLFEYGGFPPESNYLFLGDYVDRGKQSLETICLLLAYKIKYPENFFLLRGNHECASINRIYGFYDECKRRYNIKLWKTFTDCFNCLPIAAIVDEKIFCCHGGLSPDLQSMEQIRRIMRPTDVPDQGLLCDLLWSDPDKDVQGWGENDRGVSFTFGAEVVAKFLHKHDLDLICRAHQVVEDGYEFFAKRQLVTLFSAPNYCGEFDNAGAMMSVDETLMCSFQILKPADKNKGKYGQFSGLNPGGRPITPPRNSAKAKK
core dimer inh – blocks dimerization of HCV core protein; TR-FRET GST/Flag-core106 dimerization, 1536-well; inhibition, % at 5 µM; hit rate 0.33% among 300,000;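 active means inhibition above the mean of all tested compounds plus 3 SD, set per screening campaign, cut at about 45% in these data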
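Material: GST/Flag-tagged HCV core106 proteins. Incubation: 4 h, 22.5 °C incubation. Read-out basis: inhibition (%) from 671 over 617 nm ratio. Measured by: TR-FRET, excitation 340 nm, emission 617 and 671 nm.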
VLA-4 inh – inhibition in a human VLA-4 binding assay | P13612 | VLA-4 expressing cells, ligand binding flow cytometry | inhibition, % (about 7 µM as worked out from the volumes in the protocol) | hit rate 0.2% among 330,000; in the data active means inhibition above about 50%
procasp3 activ – activators of human procaspase-3. P42574. recombinant procaspase-3 D3A, Ac-DEVD-pNA absorbance 405 nm. activation, % at 8.5 µM. hit rate 0.11% among 330,000. AID 463141;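 active means activation above the mean of all tested compounds plus 3 SD, cut at about 21% in these data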;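 further: 0% = DMSO alone and 100% = DMSO wells spiked with extra 5 µM PC-3 D3A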
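material = Procaspase-3 D3A mutant | probe or stimulus = Ac-DEVD-pNA | compound = single dose, 8.5 µM nominal compound, 0.8% DMSO | timing = 1 h preincubation, 2 h reaction | measured by = 405 nm absorbance of p-nitroaniline, reads at 0 and 120 min | benchmarks = DMSO-only low control, 5 µM PC-3 D3A high control | repeats = singlicate, each compound tested once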
proCasp7 act – activates human procaspase-7, counter-screen for procaspase-3 activators. activation, % at 8.5 µM. recombinant procaspase-7, Ac-DEVD-pNA absorbance 405 nm; D23A/D198A/D206A triple mutant, cannot self-cleave; scale: DMSO 0, 5 µM enzyme 100. hit rate 0.093% among 330,000. P55210;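 active means percent activation above the screen-wide mean plus 3 SD, cut at about 25% in these data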
Target sequence (P55210 whole entry D23A/D198A/D206A): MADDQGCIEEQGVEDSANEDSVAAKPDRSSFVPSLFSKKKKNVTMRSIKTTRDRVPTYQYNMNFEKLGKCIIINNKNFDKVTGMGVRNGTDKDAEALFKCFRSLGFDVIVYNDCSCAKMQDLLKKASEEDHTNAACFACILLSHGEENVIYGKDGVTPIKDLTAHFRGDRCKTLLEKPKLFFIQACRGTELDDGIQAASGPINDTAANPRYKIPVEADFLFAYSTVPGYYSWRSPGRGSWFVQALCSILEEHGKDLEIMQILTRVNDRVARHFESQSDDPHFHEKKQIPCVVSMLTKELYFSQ
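Detection: p-Nitroaniline absorbance at 405 nm, read at 0 and 120 min; system: Uncleavable procaspase-7 mutant enzyme; evaluation: % activation from two-timepoint absorbance difference, scaled to controls; times: 1 h enzyme–compound preincubation and 2 h substrate reaction, both 25 °C; buffer or medium: Zinc-free HEPES pH 7.4 with 300 mM NaCl, 0.01% Triton X-100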
* hit, by the source's call; ? = inconclusive; / = not tested or not shown.

entry | mol | proCasp7 act | PP1 counter | GRK2 inh | core dimer inh | PP5 primary
1 | CC1(C)C2CCC1(CS(=O)(=O)NCc1ccc(Cl)cc1Cl)C(=O)C2 (configuration not stated) | -3 | 0 | 1 | -2 | 4.0
2 | COC(=O)C(Cc1ccc(O)cc1)NC(=O)NC12CC3CC(CC(C3)C1)C2 (configuration not stated) | -3 | 0 | 0 | 8 | -0.2
3 | Cc1ccc(C(O)(c2ccccc2)c2ccccc2C(C)N(C)C)c(C)c1 (configuration not stated) | 12 | -1 | 0 | -2 | 1.8
4 | Cn1c(=O)c2c(ncn2CC(=O)N(Cc2ccccc2)c2ccccn2)n(C)c1=O | -18 | 2 | 0 | 0 | 1.3
5 | CCOC(=O)C(C#N)C(c1cccnc1)c1c(C)[nH][nH]c1=O (configuration not stated) | -16 | -4 | 4 | 1 | -1.5
6 | O=C(Nc1cc([N+](=O)[O-])ccc1O)c1cccc([N+](=O)[O-])c1 | 2 | 4 | 0 | 2 | 0.2
7 | COc1ccc(N(CC(=O)NCCc2ccccc2)C(=O)CCC(=O)Nc2nccs2)c(OC)c1 | 0 | 1 | 0 | 3 | 1.6
8 | CCn1cc(C(=O)NCCCN2CC(C)CC(C)C2)c(=O)c2cc(S(=O)(=O)N(C)C3CCCCC3)ccc21 (configuration not stated) | 2 | -2 | 0 | 7 | -0.2
9 | COc1ccc(OCCNC(=O)/C=C/c2ccccc2)cc1 | 12 | 0 | 5 | 3 | 2.3
10 | COc1cc(CNS(=O)(=O)c2ccc3c(c2)CC(C)N3C(C)=O)cc(OC)c1OC (configuration not stated) | -12 | 0 | 0 | -14 | -0.6
11 | COC(=O)C1=C(COc2ccccc2)NC(=O)NC1c1ccc(Cl)cc1 (configuration not stated) | -7 | -3 | 0 | 14 | 2.0
12 | Cc1cnc(C(=O)OC(C)C(=O)Nc2ccc3c(c2)OCCO3)cn1 (configuration not stated) | -2 | 4 | 0 | -11 | 5.8
13 | Cc1ccc(F)c(NC(=O)/C(C#N)=C(\O)c2ccc(C(C)(C)C)cc2)c1 | -4 | 13 | 0 | 24 | 5.1
14 | COc1ccc(CCNC(=O)C2CC(c3ccc([N+](=O)[O-])cc3)=NO2)cc1 (configuration not stated) | -4 | -5 | 0 | -1 | -2.1
15 | COc1ccc(CN2CCCC(CNC(=O)c3ccc(F)cc3)C2)c(C)c1C (configuration not stated) | 5 | -7 | 0 | 10 | 0.8

entry | VLA-4 inh | CTSL1 counter | procasp3 activ | JMJD2C inh
1 | -19 | 1 | 12 | -4
2 | 4 | -1 | -4 | -1
3 | 32 | -3 | 6 | 0
4 | 5 | 0 | 2 | 4
5 | 1 | -3 | -4 | -3
6 | 5 | 2 | -6 | -5
7 | 19 | 0 | -7 | 0
8 | 22 | -2 | 0 | 18
9 | -11 | 1 | 6 | 9
10 | 6 | 5 | 4 | 11
11 | 31 | 1 | -5 | -5
12 | 13 | -12 | 1 | -2
13 | -2 | 3 | 10 | 14
14 | 8 | 1 | 14 | 5
15 | 14 | 0 | 3 | -7

An excerpt from above in order of the VLA-4 inh value, ascending.
| No. | canonical_smiles | GRK2 inh | core dimer inh | PP5 primary | VLA-4 inh | procasp3 activ | JMJD2C inh |
| --- | --- | --- | --- | --- | --- | --- | --- |
| 1 | CC1(C)C2CCC1(CS(=O)(=O)NCc1ccc(Cl)cc1Cl)C(=O)C2 (configuration not stated) | 1 | -2 | 4.0 | -19 | 12 | -4 |
| 14 | COc1ccc(CCNC(=O)C2CC(c3ccc([N+](=O)[O-])cc3)=NO2)cc1 (configuration not stated) | 0 | -1 | -2.1 | 8 | 14 | 5 |
| 15 | COc1ccc(CN2CCCC(CNC(=O)c3ccc(F)cc3)C2)c(C)c1C (configuration not stated) | 0 | 10 | 0.8 | 14 | 3 | -7 |

Back to the main list; the 5 compounds before the break are reprinted first.
entry | mol | proCasp7 act | PP1 counter | GRK2 inh | core dimer inh | PP5 primary
11 | COC(=O)C1=C(COc2ccccc2)NC(=O)NC1c1ccc(Cl)cc1 (configuration not stated) | -7 | -3 | 0 | 14 | 2.0
12 | Cc1cnc(C(=O)OC(C)C(=O)Nc2ccc3c(c2)OCCO3)cn1 (configuration not stated) | -2 | 4 | 0 | -11 | 5.8
13 | Cc1ccc(F)c(NC(=O)/C(C#N)=C(\O)c2ccc(C(C)(C)C)cc2)c1 | -4 | 13 | 0 | 24 | 5.1
14 | COc1ccc(CCNC(=O)C2CC(c3ccc([N+](=O)[O-])cc3)=NO2)cc1 (configuration not stated) | -4 | -5 | 0 | -1 | -2.1
15 | COc1ccc(CN2CCCC(CNC(=O)c3ccc(F)cc3)C2)c(C)c1C (configuration not stated) | 5 | -7 | 0 | 10 | 0.8
16 | COc1ccc(C(C)C)cc1S(=O)(=O)N1CCC(C(=O)NCC2CCCO2)CC1 (configuration not stated) | -6 | 5 | 0 | 9 | -1.4
17 | CCN1C(=O)CSc2ccc(C(=O)OC)cc21 | -9 | -5 | 0 | 2 | -0.5
18 | O=[N+]([O-])c1ccc(N/N=C/c2ccc[nH]2)cc1 | -19 | 1 | 8 | -28 | 4.0
19 | O=C(CCNC(=O)c1ccccc1)Nc1nc2ccccc2s1 | 13 | -4 | 0 | / | 0.8
20 | CC1=CC2=NC(=O)/C(=C\c3cn(C)c4ccccc34)C(=N)N2O1 | -3 | 7 | 0 | 2 | 4.7
21 | Cc1ccc(S(=O)(=O)N(C)CC(=O)NNC(=O)CCS(=O)(=O)c2ccccc2)cc1 | 8 | / | 0 | / | /
22 | Cc1ccc(SCC(=O)OCC(=O)NC(C)c2ccc(F)cc2)cc1 (configuration not stated) | -9 | 0 | 0 | / | 2.6
23 | COc1ccc(C(=O)Nc2ccc(N3CCCC3)cc2)cc1 | -5 | 29* | 0 | 11 | 4.7
24 | O=S(=O)(Nc1ccccc1Br)c1cccs1 | 10 | 1 | 0 | -1 | 1.2
25 | COc1cc(OC)c(NC(=O)CCNC(=O)Cn2cnc3ccccc3c2=O)cc1Cl | -3 | -4 | 2 | 1 | 0.2

entry | VLA-4 inh | CTSL1 counter | procasp3 activ | JMJD2C inh
11 | 31 | 1 | -5 | -5
12 | 13 | -12 | 1 | -2
13 | -2 | 3 | 10 | 14
14 | 8 | 1 | 14 | 5
15 | 14 | 0 | 3 | -7
16 | 11 | -2 | -7 | -5
17 | -17 | 1 | -8 | 0
18 | -148 | 2 | -19 | 1
19 | 11 | / | 10 | -3
20 | 31 | 1 | -3 | 2
21 | -2 | / | 15 | 17
22 | 5 | / | 5 | 1
23 | -6 | 0 | -4 | -11
24 | -7 | -2 | 8 | 4
25 | -12 | 5 | 9 | ?

Assay outcomes as filed in PubChem.
